High-throughput results deposited in PubChem BioAssay by Sanford-Burnham Center for Chemical Genomics.
CCR6 antagonist: antagonists of human CCR6 receptor. P51684. CHO-K1 CCR6 PathHunter beta-arrestin, luminescence, CCL20-stimulated. inhibition, % at 20 µM. 340,000 tested, 0.49% active;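 active means compounds whose inhibition of the agonist-driven luminescence signal at 20 µM reaches about 50%, limit read from the data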;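 further: cells stimulated with CCL20 at 14 nM final; plate controls were DMSO with CCL20 for no effect and DMSO without agonist for full effect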
Target sequence (P51684 whole entry, looked up): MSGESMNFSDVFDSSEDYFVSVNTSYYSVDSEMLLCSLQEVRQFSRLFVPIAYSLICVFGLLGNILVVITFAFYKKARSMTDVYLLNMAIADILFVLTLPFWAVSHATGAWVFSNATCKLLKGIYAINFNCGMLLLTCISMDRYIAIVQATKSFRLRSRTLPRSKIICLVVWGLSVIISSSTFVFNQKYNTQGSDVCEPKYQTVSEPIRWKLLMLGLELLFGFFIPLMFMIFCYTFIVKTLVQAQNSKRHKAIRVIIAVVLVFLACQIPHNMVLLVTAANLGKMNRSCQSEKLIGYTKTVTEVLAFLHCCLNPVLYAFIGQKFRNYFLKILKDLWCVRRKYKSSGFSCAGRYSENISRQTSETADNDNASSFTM
CXCR6 block: blocks human CXCR6 beta-arrestin recruitment; inhibition, % at 20 µM; 360,000 tested, 0.36% active; CHO-K1 PathHunter CXCR6 beta-arrestin, luminescence; AID 602244; in the data active means inhibition above about 34%, passing the limit was not always enough;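 further: antagonist mode with CXCL16 agonist at 10 nM final; 0% = 10 nM CXCL16 with DMSO and 100% = unstimulated wells without agonist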
Gli-Sufu block: antagonists of Gli-Sufu signaling; AID 588413; 340,000 tested, 0.74% active; inhibition, % at 5 µM; Sufu-KO-LIGHT fibroblasts, Gli luciferase reporter luminescence;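 active means inhibition above about 55%, limit read from the data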;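 further: 0% = DMSO-treated cells and 100% = wells with medium but no cells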
UBC13 polyUb: blocks human UBC13 polyubiquitin chain formation; P61088; TR-FRET; inhibition, % at 20 µM; 330,000 tested, 0.47% active; AID 485273; in the data active means inhibition above about 45%, passing the limit was not always enough
Target sequence (P61088 whole entry, looked up): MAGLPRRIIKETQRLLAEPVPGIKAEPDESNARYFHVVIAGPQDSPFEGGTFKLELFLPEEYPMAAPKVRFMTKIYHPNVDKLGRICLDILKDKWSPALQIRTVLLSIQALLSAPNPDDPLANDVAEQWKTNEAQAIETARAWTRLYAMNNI
EBI2 block: EBI2 (human) antagonism; P32249; 360,000 tested, 0.81% active; inhibition, % at 5 µM; EBI2 beta-arrestin recruitment, luminescence, 7a,25-OHC stimulated; in the data active means inhibition above about 38%;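 further: enzyme fragment complementation signal reports receptor beta-arrestin coupling in cells; 0% = agonist plus DMSO wells and 100% = wells without agonist; some results beyond the cut were filed as inactive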
APJ antagonist: blocks the human apelin receptor APJ | CHO-K1 APJ beta-arrestin complementation, luminescence | P35414 | 330,000 tested, 0.32% active | inhibition, % at 20 µM;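 active means inhibition above about 40% at 20 µM, limit read from the data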;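 further: cells challenged with 10 nM apelin-13 agonist together with compound; plate controls were apelin-13 plus DMSO wells for no effect and DMSO wells lacking apelin-13 for full effect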
ATG4B inhibitor: ATG4B (human) cysteine protease inhibition. Q9Y4P1. ATG4B cleavage of LC3-PLA2, NBD-HPC fluorescence, 1 h. inhibition, % at 8.33 µM. 340,000 tested, 0.51% active. AID 504462; in the data active means inhibition above about 40%
Target sequence (Q9Y4P1 whole entry, looked up): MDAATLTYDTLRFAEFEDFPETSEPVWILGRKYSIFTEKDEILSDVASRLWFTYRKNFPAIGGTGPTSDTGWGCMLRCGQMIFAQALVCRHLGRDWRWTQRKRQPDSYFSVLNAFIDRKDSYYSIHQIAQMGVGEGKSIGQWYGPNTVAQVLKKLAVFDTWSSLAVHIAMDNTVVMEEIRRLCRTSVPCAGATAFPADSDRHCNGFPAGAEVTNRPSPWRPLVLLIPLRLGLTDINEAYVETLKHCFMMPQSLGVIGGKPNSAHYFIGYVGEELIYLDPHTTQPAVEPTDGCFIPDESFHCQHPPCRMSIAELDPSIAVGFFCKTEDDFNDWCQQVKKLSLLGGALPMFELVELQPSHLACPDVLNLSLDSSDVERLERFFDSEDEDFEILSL
APJ agonist: activates the human apelin receptor APJ; P35414; AID 2520; CHO-K1 APJ PathHunter beta-arrestin, luminescence; 0% DMSO wells, 100% apelin; activation, % at 20 µM; 330,000 tested, 0.11% active;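 active means activation more than six SD over the plate average, tested at 20 µM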;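 further: 0% = DMSO alone and 100% = apelin-13 at 10 nM; some results filed as inactive read as strong as hits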
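assay system = CHO-K1 APJ beta-arrestin complementation cell line | input = cell density 1000 per well | dosing = compound 20 µM once, DMSO 1% | timing = compound 90 min 25 °C, reagent 1 h | measured by = luminescence from split beta-galactosidase complementation, Galacton Star/Emerald II substrate | read-out basis = APJ agonist activity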
An asterisk follows results filed as active. Rows are unselected, and some 3% of all compounds hit somewhere here.

The first 2 records (preview)
What do the screens show for `CCOC(=O)CCC(=O)N1CCNC(=O)C1`?
CCR6 antagonist: 4; CXCR6 block: -1; Gli-Sufu block: 1; UBC13 polyUb: -4; EBI2 block: 6; APJ antagonist: 6; ATG4B inhibitor: 1; APJ agonist: -4

Results for CCN(CC)c1ccc2cc(-c3nc(-c4cc5ccccc5oc4=O)cs3)c(=O)oc2c1 ?
CCR6 antagonist: 5; CXCR6 block: -6; Gli-Sufu block: -60; EBI2 block: -15; ATG4B inhibitor: 15

The list itself (from the top)
What do the screens show for `CCOC(=O)CCC(=O)N1CCNC(=O)C1`?
CCR6 antagonist: 4; CXCR6 block: -1; Gli-Sufu block: 1; UBC13 polyUb: -4; EBI2 block: 6; APJ antagonist: 6; ATG4B inhibitor: 1; APJ agonist: -4

Results for CCN(CC)c1ccc2cc(-c3nc(-c4cc5ccccc5oc4=O)cs3)c(=O)oc2c1 ?
CCR6 antagonist: 5; CXCR6 block: -6; Gli-Sufu block: -60; EBI2 block: -15; ATG4B inhibitor: 15

How did Cn1cc(Br)c(NC(=O)/C=C/C(=O)O)n1 do in these assays?
CCR6 antagonist: 5; CXCR6 block: 3; Gli-Sufu block: 3; UBC13 polyUb: 1; EBI2 block: -10; APJ antagonist: 12; ATG4B inhibitor: -11; APJ agonist: -1

What do the screens show for `Cc1ccc(S(=O)(=O)N2CCC[C@H]2C(=O)NC2CCCCC2)cc1`?
CCR6 antagonist: 3; CXCR6 block: 6; Gli-Sufu block: -1; EBI2 block: 0; ATG4B inhibitor: 0

What do the screens show for `CN(C)CCCNC(=O)C(=O)Nc1ccc2c(c1)N(S(=O)(=O)c1cccs1)CCC2`?
CCR6 antagonist: 20; CXCR6 block: 13; Gli-Sufu block: 17; UBC13 polyUb: 1; EBI2 block: 3; APJ antagonist: -38; ATG4B inhibitor: 3; APJ agonist: -8

What do the screens show for `O=C(NC(=O)c1ccccc1)Nc1ccccc1O`?
CCR6 antagonist: 16; CXCR6 block: -1; Gli-Sufu block: -13; UBC13 polyUb: -1; EBI2 block: -3; APJ antagonist: 14; ATG4B inhibitor: -3; APJ agonist: -2

How did O=C(CCCN1C(=O)/C(=C/c2cccs2)SC1=S)Nc1ccc(O)cc1 do in these assays?
CCR6 antagonist: 24; CXCR6 block: -3; Gli-Sufu block: 32; UBC13 polyUb: -5; EBI2 block: 2; APJ antagonist: 4; ATG4B inhibitor: -18; APJ agonist: -4

What do the screens show for `O=S(=O)(Nc1ccc2c(c1)OCO2)c1ccccc1`?
CCR6 antagonist: 2; CXCR6 block: 0; Gli-Sufu block: -7; UBC13 polyUb: 4; EBI2 block: -3; APJ antagonist: -18; ATG4B inhibitor: -8; APJ agonist: -2

Results for CC(C)c1nnc(NC(=O)CSc2nc3ccccc3s2)s1 ?
CCR6 antagonist: -28; CXCR6 block: -4; Gli-Sufu block: 2; UBC13 polyUb: 3; EBI2 block: 3; APJ antagonist: 13; ATG4B inhibitor: -3; APJ agonist: -4

Results for Cc1cccc(OCC(=O)NCc2n[nH]c(=O)c3ccccc23)c1 ?
CCR6 antagonist: 8; CXCR6 block: 10; Gli-Sufu block: 3; UBC13 polyUb: -2; EBI2 block: -8; APJ antagonist: 8; ATG4B inhibitor: 1; APJ agonist: -2

Results for CCN(CC)S(=O)(=O)c1ccc(C(=O)NCCN2C(=O)S/C(=C\c3cccnc3)C2=O)cc1 ?
CCR6 antagonist: -5; CXCR6 block: -12; Gli-Sufu block: 3; UBC13 polyUb: -15; EBI2 block: -7; APJ antagonist: 2; ATG4B inhibitor: -4; APJ agonist: 0

What do the screens show for `COCCCNC(=O)CN1C(=O)/C(=C/c2ccccc2)Sc2ccccc21`?
CCR6 antagonist: 19; CXCR6 block: -3; Gli-Sufu block: -6; UBC13 polyUb: 7; EBI2 block: 8; APJ antagonist: 2; ATG4B inhibitor: 4; APJ agonist: 0

How did Cc1ccc2[nH]c(=O)c(CN(C)C(=O)c3ccccn3)cc2c1 do in these assays?
CCR6 antagonist: 0; CXCR6 block: -3; Gli-Sufu block: -1; UBC13 polyUb: -1; EBI2 block: 0; APJ antagonist: -16; ATG4B inhibitor: 0; APJ agonist: 1

How did CCC1(CC)NC(=O)N(CC(=O)N2CCc3ccccc32)C1=O do in these assays?
CCR6 antagonist: 8; CXCR6 block: -7; Gli-Sufu block: -26; UBC13 polyUb: 0; EBI2 block: -8; APJ antagonist: 5; ATG4B inhibitor: 1; APJ agonist: -5

Results for CCOC(=O)c1c(NC(=S)Nc2cccc(C)c2)sc2c1CC(C)(C)SC2 ?
CCR6 antagonist: 25; CXCR6 block: 13; Gli-Sufu block: 3; UBC13 polyUb: 7; EBI2 block: 21; APJ antagonist: 2; ATG4B inhibitor: -5; APJ agonist: -5

Results for COCCNC(=O)C(OC(=O)C1=Cc2ccccc2OC1)C(C)C (centres undefined) ?
CCR6 antagonist: 9; CXCR6 block: 2; Gli-Sufu block: -3; UBC13 polyUb: 4; EBI2 block: -5; APJ antagonist: -8; ATG4B inhibitor: 8; APJ agonist: -3

What do the screens show for `CNC(=O)c1c(NC(=O)c2ccco2)sc(C)c1C`?
CCR6 antagonist: 10; CXCR6 block: 5; Gli-Sufu block: -1; UBC13 polyUb: -5; EBI2 block: -9; APJ antagonist: 1; ATG4B inhibitor: 4; APJ agonist: 9

How did O=C(CCN1c2ccccc2Sc2ccccc21)OCC(=O)N1CCN(C(=O)c2ccco2)CC1 do in these assays?
CCR6 antagonist: 5; CXCR6 block: 6; Gli-Sufu block: -2; UBC13 polyUb: -7; EBI2 block: 9; APJ antagonist: -6; ATG4B inhibitor: 0; APJ agonist: 2

How did CC(C)c1ccc(/C=C2\NC(=S)N(Cc3cccnc3)C2=O)cc1 do in these assays?
CCR6 antagonist: -24; CXCR6 block: 2; Gli-Sufu block: 2; UBC13 polyUb: -4; EBI2 block: 5; APJ antagonist: 11; ATG4B inhibitor: -7; APJ agonist: -3

How did CCOc1ccc(/C=N/NC(=O)c2nnn(-c3nonc3N)c2CN(C)C2CCCCC2)cc1 do in these assays?
CCR6 antagonist: -2; CXCR6 block: 6; Gli-Sufu block: -11; UBC13 polyUb: -11; EBI2 block: 3; APJ antagonist: -12; ATG4B inhibitor: -1; APJ agonist: 1

How did CC(=O)Nc1ccc(NC(=O)C(C)OC(=O)c2ccc(S(=O)(=O)N3CCCCCC3)cc2)cc1 (centres undefined) do in these assays?
CCR6 antagonist: 9; CXCR6 block: 0; Gli-Sufu block: 3; UBC13 polyUb: 11; EBI2 block: 10; APJ antagonist: -4; ATG4B inhibitor: 5; APJ agonist: -4

Results for Cc1ccc(NS(=O)(=O)c2ccc3[nH]c(=O)[nH]c3c2)cc1 ?
CCR6 antagonist: 5; CXCR6 block: -9; Gli-Sufu block: 8; UBC13 polyUb: -4; EBI2 block: -7; APJ antagonist: -1; ATG4B inhibitor: 6; APJ agonist: 2

How did COc1ccc(N(C(=O)CNC(=O)c2ccco2)C(C(=O)NC2CCCC2)c2cccnc2)cc1 (centres undefined) do in these assays?
CCR6 antagonist: 5; CXCR6 block: -2; Gli-Sufu block: 6; UBC13 polyUb: -3; EBI2 block: -2; APJ antagonist: 0; ATG4B inhibitor: -4; APJ agonist: -1

What do the screens show for `COc1ccc(Cc2nnc(SCC(=O)c3ccc4c(c3)NC(=O)CO4)o2)cc1`?
CCR6 antagonist: 2; CXCR6 block: -3; Gli-Sufu block: -3; UBC13 polyUb: -6; EBI2 block: 6; APJ antagonist: 3; ATG4B inhibitor: 12; APJ agonist: 5

How did Brc1ccc(/C=N/Nc2ncnc3c2cnn3Cc2ccccc2)cc1 do in these assays?
CCR6 antagonist: -32; CXCR6 block: -9; Gli-Sufu block: 4; UBC13 polyUb: -3; EBI2 block: 5; APJ antagonist: 10; ATG4B inhibitor: -4; APJ agonist: -3

Results for COc1ccccc1CNC(=O)COC(=O)Cc1ccc(Br)cc1 ?
CCR6 antagonist: -3; CXCR6 block: 4; Gli-Sufu block: -18; UBC13 polyUb: 7; EBI2 block: -4; APJ antagonist: 6; ATG4B inhibitor: -11; APJ agonist: -6

What do the screens show for `O=C(Nc1cccc(-c2nc3ccccc3s2)c1)C1=COCCO1`?
CCR6 antagonist: 8; CXCR6 block: 0; Gli-Sufu block: -13; UBC13 polyUb: 5; EBI2 block: 5; APJ antagonist: -5; ATG4B inhibitor: -17; APJ agonist: 3

Results for CCn1nnnc1SCC(=O)N1CCN(c2ccccc2)CC1 ?
CCR6 antagonist: -11; CXCR6 block: 6; Gli-Sufu block: -11; UBC13 polyUb: 4; EBI2 block: -3; APJ antagonist: -5; ATG4B inhibitor: 1; APJ agonist: -4

What do the screens show for `Nc1ncnc(Nc2ccc(S(N)(=O)=O)cc2)n1`?
CCR6 antagonist: -3; CXCR6 block: 1; Gli-Sufu block: -8; EBI2 block: -2; ATG4B inhibitor: -6

How did CCOc1ccc(NC(=O)CN2C(=O)COc3ccc(S(=O)(=O)N4CCCC4)cc32)cc1 do in these assays?
CCR6 antagonist: 6; CXCR6 block: 1; Gli-Sufu block: 30; UBC13 polyUb: 4; EBI2 block: 10; APJ antagonist: 6; ATG4B inhibitor: -11; APJ agonist: 1

Results for COc1ccc(-c2cc(-c3ccccc3)nc(N)n2)c(O)c1 ?
CCR6 antagonist: 0; CXCR6 block: -4; Gli-Sufu block: 12; EBI2 block: 9; ATG4B inhibitor: -3

How did O=C(OCC(=O)N1CCCC1)c1c(Cl)cccc1Cl do in these assays?
CCR6 antagonist: 10; CXCR6 block: 7; Gli-Sufu block: -1; UBC13 polyUb: 2; EBI2 block: -1; APJ antagonist: 7; ATG4B inhibitor: -7; APJ agonist: -1

What do the screens show for `C#CCSc1n[nH]c(-c2ccco2)n1`?
CCR6 antagonist: 5; CXCR6 block: -6; Gli-Sufu block: -3; UBC13 polyUb: -2; EBI2 block: -12; APJ antagonist: 6; ATG4B inhibitor: 3; APJ agonist: -3

How did CCOC(=O)c1sc(NC(=O)Cn2nnc3sc4c(c3c2=O)CCC(C(C)(C)C)C4)nc1C (centres undefined) do in these assays?
CCR6 antagonist: -7; CXCR6 block: -6; Gli-Sufu block: -2; UBC13 polyUb: -18; EBI2 block: -4; APJ antagonist: -1; ATG4B inhibitor: 9; APJ agonist: -4

What do the screens show for `C=CCOCCN1C(=O)C2C3C=CC(C2C1=O)C1C2C(=O)N(CCOCC=C)C(=O)C2C31` (centres undefined)?
CCR6 antagonist: 17; CXCR6 block: 1; Gli-Sufu block: -15; UBC13 polyUb: 3; EBI2 block: 2; APJ antagonist: 16; ATG4B inhibitor: -2; APJ agonist: -3

How did Cc1ccc(C)c(N2CC(C(=O)OCC(=O)Nc3cc(C)on3)CC2=O)c1 (centres undefined) do in these assays?
CCR6 antagonist: 4; CXCR6 block: -4; Gli-Sufu block: 0; UBC13 polyUb: 4; EBI2 block: -2; APJ antagonist: 8; ATG4B inhibitor: -3; APJ agonist: 0

What do the screens show for `O=S(=O)(CCSc1ccccn1)c1nc2ccccc2s1`?
CCR6 antagonist: -10; CXCR6 block: -11; Gli-Sufu block: 10; UBC13 polyUb: 4; EBI2 block: -22; APJ antagonist: 25; ATG4B inhibitor: 4; APJ agonist: -1

How did Nc1nc2ccc(Br)cc2o1 do in these assays?
CCR6 antagonist: -2; CXCR6 block: 2; Gli-Sufu block: 5; EBI2 block: -3; ATG4B inhibitor: 1

Results for Cc1ccc(CNC(=O)CSc2nc(=O)n3cccc(C)c3n2)cc1 ?
CCR6 antagonist: 6; CXCR6 block: 10; Gli-Sufu block: -1; UBC13 polyUb: -2; EBI2 block: -5; APJ antagonist: -33; ATG4B inhibitor: 6; APJ agonist: 4

How did CSc1ccccc1NC(=O)CSCc1ccccc1Br do in these assays?
CCR6 antagonist: 15; CXCR6 block: 3; Gli-Sufu block: 13; UBC13 polyUb: 6; EBI2 block: 6; APJ antagonist: 9; ATG4B inhibitor: 18; APJ agonist: -4
